IMPase inh = IMPase inhibition in cells | CHO-M1 cells, IP1 accumulation, HTRF TR-FRET ratio | inhibition (IP1 accumulation), % at 46.1 µM | 120,000 tested, under 10 active | AID 901; active = well fitted curve in the direction sought with a large enough effect in the signal ratio, not every such curve was filed as active; inconclusive = small, poorly fitted or top-dose-only effect, or a change in a side signal; inactive = no such curve, though single readings can be large or run the other way; the % refers to the signal ratio;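 also: cells stimulated with carbachol in lithium chloride buffer; plate controls were DMSO basal wells for no effect and reference inhibitor wells for full effect; higher means more IMPase inhibition seen as more IP1 and lower FRET ratio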
Target sequence (P97697 whole entry, looked up): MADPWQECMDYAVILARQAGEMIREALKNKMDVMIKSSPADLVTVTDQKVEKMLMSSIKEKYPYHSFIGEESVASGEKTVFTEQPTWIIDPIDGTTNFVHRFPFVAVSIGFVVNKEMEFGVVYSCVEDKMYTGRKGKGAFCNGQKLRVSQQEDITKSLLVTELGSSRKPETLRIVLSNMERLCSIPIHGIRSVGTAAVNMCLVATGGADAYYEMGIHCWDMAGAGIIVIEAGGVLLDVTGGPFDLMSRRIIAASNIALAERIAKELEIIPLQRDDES
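Seeded CHO-M1 cells were dosed with compound at up to 46 uM, stimulated with carbachol for 30 min, then lysed in IP-One detection reagents. Higher IP1 lowers the TR-FRET signal.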
ALOX12 inhib = inhibitors of human 12-lipoxygenase (ALOX12); purified 12-hLO, xylenol orange hydroperoxide absorbance; Potency, µM (top dose mostly 57.1 µM), for the others: at the top dose activity change, negative = inhibition, usual class: inhibitors; 0.12% of 150,000 active; also: potency is read from the fitted curve at half-maximal effect; nearly all actives have a fitted effect of over 55% in size; many of its hits are not listed in these tables
Target sequence (P18054 whole entry, looked up): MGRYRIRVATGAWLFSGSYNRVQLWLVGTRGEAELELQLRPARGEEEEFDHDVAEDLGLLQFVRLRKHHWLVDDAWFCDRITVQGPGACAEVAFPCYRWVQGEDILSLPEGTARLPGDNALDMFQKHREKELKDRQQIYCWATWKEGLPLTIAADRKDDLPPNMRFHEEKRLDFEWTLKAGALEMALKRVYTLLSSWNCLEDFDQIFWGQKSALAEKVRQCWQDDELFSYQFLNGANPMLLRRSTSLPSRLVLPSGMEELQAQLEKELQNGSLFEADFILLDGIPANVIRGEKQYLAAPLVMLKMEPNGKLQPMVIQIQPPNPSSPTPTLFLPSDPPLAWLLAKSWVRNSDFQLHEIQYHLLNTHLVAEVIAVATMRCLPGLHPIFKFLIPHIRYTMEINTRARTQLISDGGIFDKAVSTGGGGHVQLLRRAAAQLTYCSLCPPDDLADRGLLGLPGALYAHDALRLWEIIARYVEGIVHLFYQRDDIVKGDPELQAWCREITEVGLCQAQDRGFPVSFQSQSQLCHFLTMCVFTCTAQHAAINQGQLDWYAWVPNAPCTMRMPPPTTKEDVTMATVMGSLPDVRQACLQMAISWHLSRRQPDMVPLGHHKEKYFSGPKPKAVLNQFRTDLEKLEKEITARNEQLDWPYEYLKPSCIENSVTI
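150 nM 12hLO, 25 mM Hepes pH 7.0 + 0.01% Triton X-100; cpd preinc 15 min RT; 40 uM arachidonic acid, 30 min RT; Fe-XO 30 min; A573/A405 ratio as read-out.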
PNC assembly inh = inhibitors of perinucleolar compartment assembly | PC3M PTB-GFP, PNC prevalence imaging, 16 h; hits give low values | 3.1% of 140,000 active | activity change (PNC), negative = inhibition, % at 10 µM;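 active = readout at or below -70, meaning at least 70% loss of cells showing the perinucleolar compartment, a nuclear body marking cancer cells; inconclusive = readout between -30 and a set limit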;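 also: plate controls were DMSO wells for no effect and camptothecin positive control wells for full effect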
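Compounds are pinned in duplicate onto adhered PC3M cells stably expressing GFP-tagged PTB and incubated 16 h at 37 C. Cells are then fixed, nuclei stained with Hoechst, and PNC-positive cells counted.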
15-hLO-2 inh = blocks human 15-lipoxygenase 2 activity. purified 15hLO-2, xylenol orange hydroperoxide absorbance. O15296. AID 881. Potency, µM (highest dose often 57.1 µM), without a hit: at the highest dose activity change, negative = inhibition, actives largely listed as inhibitors. 0.56% of 110,000 active; also: potency is read from the fitted curve at half-maximal effect; nearly all actives have a fitted effect of over 60% in size; many of its hits are not listed in these tables
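Purified human 15hLO-2 (50 nM) preincubated 15 min with compound, then 45 uM arachidonic acid for 90 min at RT in 25 mM Hepes pH 7.5, 0.01% Triton X-100. Hydroperoxide detected by Fe-xylenol orange; 573/405 nm absorbance ratio.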
* marks the source's active call; other numbers are inactive results; ? = inconclusive; . = no result given; & = joins results of further samples; [ ] = dose if it differs, or a comment. Unless noted, calls follow the shape of the dose curve; as a rule, active = well fitted curve in the direction sought with a large enough effect; inconclusive = small, poorly fitted or top-dose-only effect, or another doubt; inactive = no such curve, though single readings can be large; an effect the other way counts as inactive or inconclusive. Unless noted, % is scaled to controls: 0 for no effect and ±100 for the full control effect.

SMILES | IMPase inh | ALOX12 inhib | PNC assembly inh | 15-hLO-2 inh
COC(=O)C1=C(C)N(c2cccc(C)c2)C(=O)/C1=C\c1cccs1 | -6 | -1% | 32 | -12%
O=C(CCN1C(=O)c2ccccc2C1=O)Nc1sc2c(c1C(=O)NCc1ccco1)CCCC2 | 7 | -9% | -114* | -14%
O=C(NCCc1cccc(Cl)c1)c1cccc([N+](=O)[O-])c1 | -9 | -6% | -13 | .
CCCCN(CC)Cc1ccc(CNC(=O)Nc2ccc(F)cc2)o1 | -1 | 6% | 0 | 13%
COC(=O)C(CCSC)NC(=O)Cn1ncc2c(=O)oc3ccccc3c21 (stereo not drawn) | 5 | -2% | -27 | 4%
CC(=O)c1ccc(NC(=O)c2cc(Cl)sc2Cl)cc1 | 4 | -7% | -29 | .
CCS(=O)(=O)Nc1ccc(C2=NN(S(=O)(=O)c3ccc(F)cc3)C(c3ccco3)C2)cc1 (stereo not drawn) | 3 | 2% | 14 | -24%
Cc1c(C(=O)c2no[n+]([O-])c2C(=O)c2cnn(C)c2C)cnn1C | 14 | -7% | -24 | 29%
O=C(Oc1ccccc1)N1CCC2(CCCN(c3ncccn3)C2)CC1 | . | 2% | . | 8%
Cc1ccc(OCC(=O)N/N=C/c2ccncc2)cc1 | 2 | 3% | 28 | -6%
COc1ccccc1N1CCN(C(=O)c2oc3cc(C)c(C)cc3c2C)CC1 | 5 | 0% | ? | 5%[2.29 µM]
CCCC[C@H]1C[C@@H]1[C@@H]1N(P(=O)(c2ccccc2)c2ccccc2)C[C@@](O)(c2ccccc2)CC12CC2 | . | -6% | . | 15%
Cc1ccc2c(c1)N(CC(=O)NCC1CCCO1)C(=O)C(C)O2 (stereo not drawn) | -2 | -1% | -5 | -6%
Cc1c(Cl)cccc1-n1nnnc1-c1cccs1 | -7 | -4% | ? | -6%
Nc1ccccc1SCc1cc([N+](=O)[O-])cc2c1OCOC2 | 9 | 6% | 70 | .
CCN(CC)CCn1c(NCc2cccc(OC)c2OC)nc2ccccc21 | 20 | 6% | ? | 26%
CCCSc1nc(C)c(-c2csc(C(C#N)=C3CCCC3)n2)cc1C#N | ? | -24% | ? | 10µM*
Cc1ccnc(N2C(=O)c3ccccc3C2Nc2ccc3c(c2)OCCO3)c1 (stereo not drawn) | 4 | -6% | -8 | 0%
COc1ccc(Cc2nc3ccccc3n2CC(=O)N/N=C/c2ccc(O)cc2)cc1OC | -5 | 0% | 29 | .
COc1ccc(CCNC(=O)COc2ccc(-c3ccc(C)cc3)cc2)cc1OC | -14 | -5% | 12 | -8%
CCOC(=O)c1c(C)[nH]c(O)c1C=Nc1ccccc1 | -3 | -12% | -19 | ?
Cc1cc(C(=O)c2ccccc2)nc2ccccc12 | 7 | -2% | -1 | 4%
Cc1ccc(/C=N/NC(=O)Cc2cccs2)o1 | . | -4% | -22 | .
Cc1cc(=O)oc2cc(OC(C)C(=O)N3CCCc4ccccc43)ccc12 (stereo not drawn) | 6 | -4% | ? | -1%
CCSc1nnc(NC(=O)CSc2nc(C)cc(C)n2)s1 | -1 | -2% | 33 | -3%
O=C(CCC1CCCC1)Nc1ccccc1-c1ccccc1 | . | -3% | 18 | .
CC(C(=O)NC(=O)NC1CCCCC1)N1CCN(c2ccccn2)CC1 (stereo not drawn) | 3 | -4% | 11 | 0%
Cc1ccc2nc(-c3ccccn3)cc(C(=O)N3CCN(c4ncccn4)CC3)c2c1 | 11 | 1% | ? | 11%[2.29 µM]
CCOC(=O)c1cc2oc(C)cc2n1CC(=O)OC1CCCCC1 | 13 | -10% | 15 | -6%
O=C(CSc1nc2ccc([N+](=O)[O-])cc2[nH]1)c1ccc2ccccc2c1 | 7 | -5% | 0 | .

15 entries from above, set out differently:
Results follow in this order: IMPase inh | ALOX12 inhib | PNC assembly inh | 15-hLO-2 inh
- CCN(CC)CCn1c(NCc2cccc(OC)c2OC)nc2ccccc21
    20 | 6% | ? | 26%
- CCCSc1nc(C)c(-c2csc(C(C#N)=C3CCCC3)n2)cc1C#N
    ? | -24% | ? | 10µM*
- Cc1ccnc(N2C(=O)c3ccccc3C2Nc2ccc3c(c2)OCCO3)c1 (stereo not drawn)
    4 | -6% | -8 | 0%
- COc1ccc(Cc2nc3ccccc3n2CC(=O)N/N=C/c2ccc(O)cc2)cc1OC
    -5 | 0% | 29 | .
- COc1ccc(CCNC(=O)COc2ccc(-c3ccc(C)cc3)cc2)cc1OC
    -14 | -5% | 12 | -8%
- CCOC(=O)c1c(C)[nH]c(O)c1C=Nc1ccccc1
    -3 | -12% | -19 | ?
- Cc1cc(C(=O)c2ccccc2)nc2ccccc12
    7 | -2% | -1 | 4%
- Cc1ccc(/C=N/NC(=O)Cc2cccs2)o1
    . | -4% | -22 | .
- Cc1cc(=O)oc2cc(OC(C)C(=O)N3CCCc4ccccc43)ccc12 (stereo not drawn)
    6 | -4% | ? | -1%
- CCSc1nnc(NC(=O)CSc2nc(C)cc(C)n2)s1
    -1 | -2% | 33 | -3%
- O=C(CCC1CCCC1)Nc1ccccc1-c1ccccc1
    . | -3% | 18 | .
- CC(C(=O)NC(=O)NC1CCCCC1)N1CCN(c2ccccn2)CC1 (stereo not drawn)
    3 | -4% | 11 | 0%
- Cc1ccc2nc(-c3ccccn3)cc(C(=O)N3CCN(c4ncccn4)CC3)c2c1
    11 | 1% | ? | 11%[2.29 µM]
- CCOC(=O)c1cc2oc(C)cc2n1CC(=O)OC1CCCCC1
    13 | -10% | 15 | -6%
- O=C(CSc1nc2ccc([N+](=O)[O-])cc2[nH]1)c1ccc2ccccc2c1
    7 | -5% | 0 | .

Other compounds follow:
SMILES | IMPase inh | ALOX12 inhib | PNC assembly inh | 15-hLO-2 inh
CCC(C)Sc1nnc(CNC(=O)C23CC4CC(CC(C4)C2)C3)n1C1CCCCC1 (stereo not drawn) | 1 | -1% | -9 | .
CC(=O)Nc1cccc(N/C=C(\C=O)c2nc3ccccc3o2)c1 | . | -6% | 0 | .
O=C(CSc1nnc(CCc2ccccc2)n1-c1ccc(Cl)cc1)NCc1ccccc1 | 14 | -3% | -17 | 3%
Cc1nc2nc(C)c(CCC(=O)O)c(C)n2n1 | -8 | 5% | ? | 4%
COc1ccc(C(=O)Nc2ccc(N3CCOCC3)cc2)cc1OC | 1 | -11% | 2 | -2%
COC(=O)C1=CN(CCCN2CCCC2=O)C=C(C(=O)OC)C1c1ccccc1C(F)(F)F | 2 | -2% | 11 | 4%
O=C(NC(Cc1ccc2c(c1)OCO2)C(=O)N1CCCC1C(=O)O)c1ccccc1 (stereo not drawn) | -3 | 3% | -6 | 2%
O=C(Nc1cc(Cl)ccc1Oc1ccccc1)c1cnccn1 | 1 | 6% | -22 | -8%
CC(C(=O)O)N1C(=O)c2cccc3cccc1c23 (stereo not drawn) | ? | -2% | -24 | 6%
CSc1nc(C)cc(NC(N)=O)n1 | 12 | -2% | 21 | 1%
NC(=O)CNC(=O)C1CCCc2c1[nH]c1ccc(Cl)cc21 (stereo not drawn) | -7 | -1% | ? | -3%
CCCCn1c(C(C)O)nc2ccccc21 (stereo not drawn) | 8 | 2% | 32 | 3%
O=C(NC(=S)NC1CCCCCC1)c1cncc(Br)c1 | . | ? | 17 | .
COc1ccc(NC(=O)c2sc(=S)[nH]c2N)cc1 | 20 | -5% | 14 | .
O=S(=O)(/C=C/c1ccccc1)Oc1ccccc1 | 2 | 4% | ? | 1%
CCOC(=O)C1=C(CS(=O)(=O)c2ccc(F)c(C)c2)NC(=O)NC1c1ccc(O)c(O)c1 (stereo not drawn) | -6 | -23% | ? | -20%
COC(=O)C(NC(=O)c1ccccc1)=C1CCCCC1 | -16 | -5% | 18 | -1%
COc1ccc(OC)c(NC(=O)CN2C(=O)c3ccccc3S2(=O)=O)c1 | -12 | -4% | 23 | 0%
COC(=O)c1ccc(CN(C(C)=O)c2ccccc2)o1 | 6 | -1% | -12 | 0%
O=c1c2ccccc2nnn1Cc1nnc(-c2ccccc2Br)o1 | 8 | -6% | ? | -7%
CCOc1ccccc1/C=C(\C#N)C(N)=O | . | -2%[11.4 µM] | . | -4%[11.4 µM]
COc1ccc2[nH]c(C(=O)c3ccccc3)cc2c1 | -2 | 3% | . | 9%
C/C(=N\NC(=O)Nc1ccccc1)c1ccccc1 | -5 | 3% | -15 | .
Cc1cc(C)nc(SCCS(=O)(=O)Cc2ccc(Cl)cc2)n1 | 7 | -1% | -17 | .
COc1ccc(C2C(C#N)=C(N)N3C(=C2C#N)Sc2ccccc23)cc1 (stereo not drawn) | 4 | -9% | 4 | -17%
Cc1ccc(CN2C(=O)CCC2C(=O)NC2CCCC2)cc1 (stereo not drawn) | -20 | -1% | 18 | 1%[2.29 µM]
Cc1ccc(CNC(=O)C2CCCN(S(=O)(=O)c3c(C)noc3C)C2)cc1 (stereo not drawn) | -1 | 4% | ? | -2%
CCCCS(=O)(=O)C1CCS(=O)(=O)C1 (stereo not drawn) | 2 | 5% | -10 | .
Cc1ccccc1C(C(=O)NC1CCCC1)N(C(=O)Cc1cccs1)c1ccc2c(c1)OCCO2 (stereo not drawn) | 7 | -5% | 66 | -7%
COCCN1CCn2c(nc3cc(NC(=O)c4ccc(OC)cc4)ccc32)C1 | -5 | -13% | 38 | 14%
CCCCCCC(=O)Nc1ccc(Cl)cn1 | 12 | -13% | -10 | 13%
COC(=O)c1ccccc1NC(=S)NC(=O)COc1ccccc1Cl | -1 | -5% | 50 | -6%
Nc1nc2c(ncn2COCCO)c(=O)[nH]1 | -8[20.6 µM] | 1% | 42 | -1%
CCSc1nnc(NC(=O)[C@@H](NC(=O)c2ccc(C(C)(C)C)cc2)C(C)C)s1 | . | 1% | 8 | .
CON(C)S(=O)(=O)c1ccc2c(c1)NC(=O)C1CCCN21 (stereo not drawn) | -4 | 2% | -10 | .
COc1ccc(CCNC(=O)C2CC(=O)N(C3CCCCCCC3)C2)cc1OC (stereo not drawn) | -4 | 4% | 11 | 0%
CCCCc1ccc(NC(=O)N[C@H](C(=O)O)C(C)CC)cc1 (stereo partly drawn) | 3 | 0% | 12 | -3%
Cc1cc(C(=O)NCC(c2ccco2)N(C)C)no1 (stereo not drawn) | 2 | -1% | -93* | 3%
CC(C)CC(=O)N1CCN(C(=O)c2cccc(F)c2)CC1 | 5 | -1% | 3 | -1%
CC(=O)Nc1cc(S(=O)(=O)Nc2ccccc2)c(C)cc1C | 0 | 9% | -7 | .
O=C(Nc1ccccc1C(=O)NCc1cccnc1)c1ccco1 | -1 | 3% | ? | 1%
O=C(CSc1nnc(-c2ccccc2)n1Cc1ccccc1)N1CCOCC1 | 4 | -5% | 27 | -13%
CC(=O)N(NC(=O)c1ccccc1Cl)C1CC(=O)N(c2ccc(C)cc2)C1=O (stereo not drawn) | 1 | -2% | 69 | -7%
O=C(COC(=O)COc1ccccc1)Nc1ccc(OC(F)(F)F)cc1 | -16 | -4% | ? | 5%
CCCn1c(N)c(N2CCCCC2)c(=O)n(CC(=O)Nc2ccccc2C)c1=O | 0 | 11% | ? | 2%
CC(C)CCNC(=S)Nc1ccccn1 | . | ? | ? | .
Cc1cc2oc(=O)cc(CSc3nc(N)cc(N)n3)c2cc1C(C)C | 0 | -7% | ? | 20%
Cn1c(SCC(=O)NCC2CCCO2)nc2c([nH]c3ccccc32)c1=O (stereo not drawn) | -3 | 0% | ? | .
O=c1c(Cl)nc2cc(Cl)ccc2n1CCNc1ncc(C(F)(F)F)cc1Cl | -3 | -2% | 36 | 7%
Cc1cccc(C)c1NC(=S)Nc1ccccc1C(=O)NCc1ccco1 | 0 | 1% | 3 | .
O=C(/C=C/c1ccc(Cl)cc1Cl)NCCN1CCOCC1 | -10 | 4% | 42 | 36%[activator]
COc1cc2c(cc1OC)C1Cc3ccc(OC)c(OC)c3CN1CC2 (stereo not drawn) | 0 | 0%&-3% | -86* | 6%&2%
